D1 potentiator = enhances dopamine response at the human D1 receptor | P21728 | HEK293 TREx D1 cells, calcium flux, dopamine EC20 potentiation | potentiation, % at 10 µM | actives 0.036% (n = 360,000); in the data active = potentiation above about 30%; also: 0% is about no effect
D2 antag = D2 dopamine receptor (human) antagonism; inhibition, % at 10 µM; actives 2% (n = 340,000); HEK293 TREx D2 cells, calcium flux, dopamine EC80; P14416; AID 485344; in the data active = inhibition above about 30%; also: 0% is about no effect
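Overnight-induced (tetracycline, 30 C) HEK293 T-REx cells carrying force-coupled D2 receive a no-wash calcium dye, then compound, then EC80 dopamine at 180 s; signals are read kinetically throughout.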
D1 ag = agonists of human D1 dopamine receptor | HEK293 T-REx D1 cells, calcium flux, agonist mode | actives 1% (n = 360,000) | activation, % at 2 µM | P21728; also: 0% is about no effect
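Agonism was scored from calcium flux recorded over 180 s (1 read/s) after pintool compound addition, following a 10-cycle baseline. Cells were inducible force-coupled HEK293 TREx D1, plated overnight at 30 C and loaded with no-wash calcium dye.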
TRHR ag = agonists of human TRH receptor | P34981 | TRHR cells, calcium flux fluo-8, FDSS agonist mode | activation, % at 2 µM | actives 0.18% (n = 360,000) | AID 493084; also: 0% is about no effect
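Steps: seed TRHR cells overnight; add fluo-8 no-wash Ca dye, RT 30 min–1.5 h; record 10 s baseline; pin-transfer compounds; monitor fluorescence 1 cycle/s for the agonist window. Calcium increases flag candidate agonists.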
RXFP1 antagonist = blocks the human relaxin receptor RXFP1; actives 0.59% (n = 350,000); activity change, negative = inhibition, % at 57.5 µM; HEK293-RXFP1, relaxin-stimulated cAMP HTRF, 30 min; hits give low values; Q9HBX9;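 active = activity change of -60% or lower, but not beyond a set lower limit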; also: % is scaled to controls: 0 for no effect and ±100 for the full control effect
Target sequence (Q9HBX9 whole entry, looked up): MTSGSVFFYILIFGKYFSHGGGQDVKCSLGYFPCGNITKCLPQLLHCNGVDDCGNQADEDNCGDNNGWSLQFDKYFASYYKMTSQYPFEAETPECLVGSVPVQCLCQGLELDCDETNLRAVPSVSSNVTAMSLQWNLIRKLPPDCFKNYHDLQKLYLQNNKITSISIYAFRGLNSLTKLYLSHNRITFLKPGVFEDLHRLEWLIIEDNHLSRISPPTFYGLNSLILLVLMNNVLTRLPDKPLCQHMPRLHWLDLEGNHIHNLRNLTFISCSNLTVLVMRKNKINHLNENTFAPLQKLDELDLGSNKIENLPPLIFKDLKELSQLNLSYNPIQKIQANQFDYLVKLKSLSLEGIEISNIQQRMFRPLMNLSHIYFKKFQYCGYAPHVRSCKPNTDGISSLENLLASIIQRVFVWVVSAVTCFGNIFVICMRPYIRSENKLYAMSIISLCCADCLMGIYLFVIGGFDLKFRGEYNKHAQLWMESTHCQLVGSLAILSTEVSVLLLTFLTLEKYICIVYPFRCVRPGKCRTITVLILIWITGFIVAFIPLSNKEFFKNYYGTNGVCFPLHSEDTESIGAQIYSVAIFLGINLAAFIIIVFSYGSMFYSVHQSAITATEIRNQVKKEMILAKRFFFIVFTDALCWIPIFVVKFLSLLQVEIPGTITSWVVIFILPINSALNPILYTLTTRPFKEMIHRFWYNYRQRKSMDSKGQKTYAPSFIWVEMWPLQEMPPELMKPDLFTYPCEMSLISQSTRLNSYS
D2 PAM = D2 dopamine receptor (human) potentiation. P14416. HEK293 T-REx D2, calcium flux, EC20 dopamine potentiation. potentiation, % at 10 µM. actives 0.34% (n = 340,000);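 active = potentiation over 3 SD above the plate norm, cut at about 30% in these data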; also: 0% is about no effect
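Potentiation of an EC20 dopamine calcium response is measured in a force-coupled, tetracycline-inducible Hek293 Trex D2 line. Compound-only kinetic reads over 180 s flag agonists before dopamine addition.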
D1 antagonist = antagonists of human D1 dopamine receptor; P21728; HEK293 TREx D1 cells, calcium flux, dopamine EC80; hits give low values; activity change, negative = inhibition, % at 10 µM; actives 3.2% (n = 360,000); AID 504652; in the data active = activity change below about -30%; also: % is scaled to controls: 0 for no effect and ±100 for the full control effect
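Tetracycline-induced HEK293 Trex D1 cells, force-coupled to calcium, dye-loaded; compounds added and read 180 s, then EC80 dopamine added and calcium flux tracked kinetically another 180 s.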
TRHR PAM = TRH receptor (human) allosteric enhancement. P34981. TRHR cells, fluo-8 calcium fluorescence, EC20 TRH enhancement. actives 0.66% (n = 360,000). enhancement, % at 2 µM; in the data active = enhancement above about 30%; also: 0% is about no effect
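TRHR-expressing cells loaded with fluo-8 calcium dye were read kinetically (ex 480/em 530) during compound addition, then stimulated with an EC20 of TRH (10 nM final). Enhancement of the Gq-mediated intracellular calcium response was scored.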
D2 ag = activates the human D2 dopamine receptor. HEK293 T-REx D2 cells, calcium flux agonist mode. activation, % at 2 µM. actives 0.53% (n = 340,000);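 active = activation over 3 SD above normal in the single-dose calcium agonist read, cut at about 30% in these data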; also: 0% is about no effect
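Agonism is scored from calcium flux in a force-coupled, inducible HEK293 cell line expressing D2, read kinetically for 180 s after compound addition against dopamine controls.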
* = called active by the depositor; x = no result given; & = joins results of further samples. Rule as the data show it, unless noted: active = activation above about 30%; inactive = the rest.

1: CC(C)CC(=O)/C(=C/c1ccc(N(C)C)cc1)n1cncn1
2: Clc1cccc(-c2cc3nc4c(c(NCc5ccco5)n3n2)CCCC4)c1
3: O=C(CCCn1cc([N+](=O)[O-])cn1)Nc1cccnc1
4: Cc1cc(NC(=O)C(C)Oc2ccc(Cl)cc2Cl)no1 (stereo not drawn)
5: O=C(CSc1ncccn1)NC(=O)c1ccccc1
6: COc1ccc(-n2nc3c(N4CCC(C(=O)NC5CCCCC5)CC4)nnc(C)c3c2C)cc1
7: Cc1ccnc(NC(c2ccncc2)c2c(C)[nH]c3ccccc23)c1 (stereo not drawn)
8: O=C(CNC(=O)c1ccccc1F)OCC(=O)N1CCCCC1

screen / no. | 1 | 2 | 3 | 4 | 5 | 6 | 7 | 8
D1 potentiator | 3 | 0 | -1 | 3 | -7 | 4&1 | -6 | -2
D2 antag | 6 | -9 | -4 | 3 | -10 | -7 | -8 | 2
D1 ag | 3 | 3 | 1 | 0 | 9 | 2&6 | 2 | 1
TRHR ag | 1.9 | 0.3 | -1.2 | 0.2 | 2.7 | -0.5&-0.9 | 0.3 | 0.3
RXFP1 antagonist | -8 | -15 | -3 | -7 | -7 | -2&-18 | 8 | 10
D2 PAM | 11 | 2 | 2 | 4 | 34* | 27&3 | -8 | -4
D1 antagonist | -3 | 22 | -7 | -14 | 6 | 4&23 | -4 | -1
TRHR PAM | 6 | -2 | -7 | -2 | 0 | 0&3 | -1 | 2
D2 ag | 0.2 | -1.3 | -0.1 | -0.8 | 0.5 | -0.4&-0.9 | 13 | -0.1

9: O=C(CSc1nnc(-c2cccs2)n1CC1CCCO1)N1CCCC1 (stereo not drawn)
10: Oc1ccc2cccnc2c1
11: CC1SCC(=NOCc2ccccc2)CS1 (stereo not drawn)
12: Cc1ccc(CN(C)C(=O)CC2C(=O)NCCN2CC2CCCCC2)cc1 (stereo not drawn)
13: Cc1ccc(CNC(=O)CCCN2C(=O)c3cccnc3Oc3ccc(Cl)cc32)cc1
14: O=C(CNC(=O)c1ccccn1)N/N=C/c1ccccc1
15: Cc1ccc(CCNC(=O)CSCc2ccc(F)cc2)cc1
16: CC1(C)C(=O)NCCN1C(=O)CSc1nccc(-c2ccc(Br)cc2)n1

screen / no. | 9 | 10 | 11 | 12 | 13 | 14 | 15 | 16
D1 potentiator | -2 | -4 | -4 | 6 | -1 | -2 | -7 | -7
D2 antag | 13 | 19 | -5 | 0 | x | 8 | -1 | x
D1 ag | 1 | 3 | -1 | 1 | 1 | 1 | 2 | -2
TRHR ag | -1.1 | 2.6 | 0.2 | 0.6 | 0.0 | -0.1 | -0.9 | -0.3
RXFP1 antagonist | 7 | 5 | -14 | 0 | -2 | -8 | 0 | 6
D2 PAM | 0 | x | -10 | 3 | x | 2 | 7 | 18
D1 antagonist | -2 | -4 | 20 | -7 | 0 | -5 | 6 | 6
TRHR PAM | -1 | -1 | -5 | 7 | 6 | -4 | -7 | 1
D2 ag | -1.3 | 1.9 | -0.6 | 0.1 | -1.0 | 0.7 | 0.0 | x

Exported with values under each structure: part of the list above.
Order of values – D1 potentiator, D2 antag, D1 ag, TRHR ag, RXFP1 antagonist, D2 PAM, D1 antagonist, TRHR PAM, D2 ag
(9) O=C(CSc1nnc(-c2cccs2)n1CC1CCCO1)N1CCCC1 (stereo not drawn)
→ -2, 13, 1, -1.1, 7, 0, -2, -1, -1.3
(10) Oc1ccc2cccnc2c1
→ -4, 19, 3, 2.6, 5, x, -4, -1, 1.9
(11) CC1SCC(=NOCc2ccccc2)CS1 (stereo not drawn)
→ -4, -5, -1, 0.2, -14, -10, 20, -5, -0.6
(12) Cc1ccc(CN(C)C(=O)CC2C(=O)NCCN2CC2CCCCC2)cc1 (stereo not drawn)
→ 6, 0, 1, 0.6, 0, 3, -7, 7, 0.1

Next section
17: Cc1cc(C)n(-c2nc3c(c(=O)[nH]c(=O)n3C)n2CCc2ccccc2)n1
18: COc1ccc(S(=O)(=O)N(C)CC(=O)N2CCN(C)CC2)cc1Cl
19: CCOC(=O)C1=C(C)Nc2ccccc2N=C1NC(=O)c1cccc(S(=O)(=O)NCc2ccccc2)c1
20: Cc1c(C(=O)NCC2COc3ccccc3O2)oc2ccc(S(=O)(=O)N3CCOCC3)cc12 (stereo not drawn)
21: COc1ccc(CN2C(=O)CCC2(C)C(=O)NC2CCCC2)c(OC)c1 (stereo not drawn)
22: O=C(CCC1N=C2c3ccccc3N=C(SCc3cccc(F)c3)N2C1=O)NCc1cccs1 (stereo not drawn)
23: COc1ccccc1C1CC(=O)NC(C)=C1C(=O)OCC1CCCO1 (stereo not drawn)
24: Cc1ccc(-c2nn(-c3ccccc3)cc2CC(=S)N2CCOCC2)cc1

screen / no. | 17 | 18 | 19 | 20 | 21 | 22 | 23 | 24
D1 potentiator | -2 | 0 | -3 | -2 | -2 | 2 | -6 | -1
D2 antag | 2 | 12 | -27 | -10 | x | x | 10 | 7
D1 ag | 2 | 1 | 0 | 7 | -3 | 0 | 4 | 8
TRHR ag | -0.6 | 0.5 | 0.0 | 1.5 | -0.1 | -0.5 | -0.9 | 0.3
RXFP1 antagonist | 13 | 2 | -8 | 3 | x | -29 | -3 | 16
D2 PAM | 17 | -5 | -4 | -3 | -1 | -4 | 3 | -3
D1 antagonist | 5 | -29 | 3 | 1 | -12 | 14 | 2 | 28
TRHR PAM | -1 | -5 | -3 | -1 | -5 | -1 | -3 | 0
D2 ag | 0.5 | 0.9 | -0.6 | 1.5 | x | 0.4 | -0.7 | -0.4

25: COC(=O)c1sc(S(=O)(=O)N2CCCCC2)c(C(=O)OC)c1C
26: Cc1ccc2ccc3c(c2n1)NS(=O)(=O)c1ccc(C(F)(F)F)cc1-3
27: COc1ccc(CC(=O)N(C)CC(=O)Nc2ccccc2C(F)(F)F)cc1S(=O)(=O)N1CCOCC1
28: CCOC(=O)C1CCCN(C2=C(NS(=O)(=O)c3ccc(Br)cc3)C(=O)c3ccccc3C2=O)C1 (stereo not drawn)
29: Cc1cc(C)cc(NC(=O)CCN2C(=O)c3ccccc3S2(=O)=O)c1
30: O=C(Cn1c(=O)c2cccn2c2cccnc21)NCc1cccc(F)c1

screen / no. | 25 | 26 | 27 | 28 | 29 | 30
D1 potentiator | -4 | -7 | 18 | 1 | -4 | -5
D2 antag | -2 | x | 1 | 15 | -9 | x
D1 ag | 2 | 0 | 5 | 2 | 5 | 0
TRHR ag | -0.9 | 0.1 | 0.0 | -0.2 | -0.9 | -0.2
RXFP1 antagonist | -1 | x | 11 | 9 | 5 | 7
D2 PAM | -2 | x | 2 | 1 | -4 | -5
D1 antagonist | -19 | 10 | -4 | 1 | 4 | -5
TRHR PAM | -2 | 17 | 13 | -11 | -6 | -4
D2 ag | 0.0 | x | 0.4 | -0.6 | 0.1 | 0.1

Ordered by the number under TRHR PAM (largest number first): 3 of the compounds above.
entry	canonical_smiles	TRHR PAM
27	COc1ccc(CC(=O)N(C)CC(=O)Nc2ccccc2C(F)(F)F)cc1S(=O)(=O)N1CCOCC1	13
2	Clc1cccc(-c2cc3nc4c(c(NCc5ccco5)n3n2)CCCC4)c1	-2
19	CCOC(=O)C1=C(C)Nc2ccccc2N=C1NC(=O)c1cccc(S(=O)(=O)NCc2ccccc2)c1	-3
